NRP1-CendR mod – modulators of CendR peptide binding to human neuropilin-1 | O14786 | FAM-RPARPAR peptide binding to NRP-1, fluorescence polarization | inhibition, % at 25 µM | 360,000 tested, 0.85% active | AID 602438;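 active = inhibition or corrected inhibition above about 18%, plus a signal ratio from 0.5 to 1.5, limit read from the data, passing the limit was not always enough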; note: strong numbers were not always called active
Target sequence (O14786 whole entry, looked up): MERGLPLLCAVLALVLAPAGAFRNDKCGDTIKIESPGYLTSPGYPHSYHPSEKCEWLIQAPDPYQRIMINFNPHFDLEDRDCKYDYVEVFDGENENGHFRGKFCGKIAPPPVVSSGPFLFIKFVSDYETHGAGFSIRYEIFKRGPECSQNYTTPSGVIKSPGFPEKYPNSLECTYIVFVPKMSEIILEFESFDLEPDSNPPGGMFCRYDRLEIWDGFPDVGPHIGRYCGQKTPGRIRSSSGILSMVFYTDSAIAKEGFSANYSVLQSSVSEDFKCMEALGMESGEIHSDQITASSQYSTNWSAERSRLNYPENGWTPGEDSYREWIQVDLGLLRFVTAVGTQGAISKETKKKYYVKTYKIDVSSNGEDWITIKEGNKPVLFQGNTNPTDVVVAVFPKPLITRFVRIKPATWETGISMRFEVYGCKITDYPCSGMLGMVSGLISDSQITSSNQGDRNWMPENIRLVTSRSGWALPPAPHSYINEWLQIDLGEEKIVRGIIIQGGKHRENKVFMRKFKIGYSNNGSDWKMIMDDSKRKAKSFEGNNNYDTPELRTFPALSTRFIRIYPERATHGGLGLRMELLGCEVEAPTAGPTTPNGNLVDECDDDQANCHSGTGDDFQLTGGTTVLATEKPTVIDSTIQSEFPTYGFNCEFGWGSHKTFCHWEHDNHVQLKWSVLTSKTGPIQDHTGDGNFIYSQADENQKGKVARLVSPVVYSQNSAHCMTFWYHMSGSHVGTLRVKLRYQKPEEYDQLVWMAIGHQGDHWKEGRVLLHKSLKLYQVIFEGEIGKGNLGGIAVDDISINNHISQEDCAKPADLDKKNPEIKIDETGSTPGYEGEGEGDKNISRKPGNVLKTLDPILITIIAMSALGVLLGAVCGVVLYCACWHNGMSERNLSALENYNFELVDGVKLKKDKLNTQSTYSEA
MsrA act – activates bovine MsrA enzyme | purified bovine MsrA, absorbance read-out | activation, % at 10.6 µM | 360,000 tested, 0.3% active | AID 602163; in the data active = activation above about 7.5%;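 note: 0% = vehicle and 100% = reference activator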
eLon inh – inhibits E. coli Lon protease. P0A9M0. 360,000 tested, 0.42% active. purified E. coli Lon protease, fluorescence polarization. inhibition, % at 7.94 µM. AID 602123; in the data active = inhibition above about 13%, passing the limit was not always enough;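 note: 0% = enzyme with probe and DMSO and 100% = no enzyme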
MsrA inh – inhibitors of bovine MsrA; inhibition, % at 15.5 µM; purified bovine MsrA, absorbance read-out; AID 651718; 360,000 tested, 0.75% active; in the data active = inhibition above about 4.5%;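 note: 0% = vehicle wells with enzyme and 100% = reference inhibitor wells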
STEP block – blocks human striatal-enriched tyrosine phosphatase; P54829; 360,000 tested, 0.25% active; inhibition, % at 20 µM; recombinant STEP, OMFP fluorogenic substrate, fluorescence; AID 588621;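 active = inhibition at 20 µM, scaled per plate between control wells, above about 37%, limit read from the data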;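 note: 0% = DMSO with enzyme and substrate and 100% = substrate only without enzyme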
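Measure: Control-normalized % inhibition with plate pattern correction | Test system: STEP phosphatase, cell-free reaction | Medium: pH 6.0 Bis-Tris with DTT and Tween 20 | Technique: Fluorescence, 480/540 nm | Times: Reaction 20 min, ambient temperature | Doses: Single compound dose of 20 µM, 1% DMSO final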
LMPTP inh – LMPTP (human) inhibition | 360,000 tested, 0.22% active | recombinant LMPTP-A, OMFP fluorogenic substrate, fluorescence intensity | inhibition, % at 20 µM;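 active = compounds that cut the enzyme signal by at least half of the control window in the single-dose screen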;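 note: plate controls were DMSO wells with enzyme plus substrate for no effect and substrate without enzyme for full effect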
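Test system: LMPTP-A phosphatase enzyme; input: 0.625 nM LMPTP-A final; reagent: OMFP substrate, 400 µM final; compound dosing: 20 µM single dose, 3% DMSO; incubation: 50 min dark incubation at room temperature; measured by: endpoint fluorescence intensity from OMFP dephosphorylation; measure: % inhibition relative to no-enzyme and uninhibited control wells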
SUMO1 PPI mod – SUMO1-SIM interaction modulation. P63165. SUMO1 binding to a labelled peptide, TR-FRET, 1 h. inhibition, % at 20 µM. 360,000 tested, 0.33% active. AID 602429; in the data active = inhibition above about 37%
DNMT1 inh – blocks human DNA methyltransferase DNMT1 | P26358 | DNMT1 molecular beacon, Hinp1I cleavage, fluorescence | inhibition (reported as % activation of signal), % at 10 µM | 360,000 tested, 0.83% active; in the data active = inhibition above about 50%
Scp1 inh – inhibitors of human Scp-1 phosphatase; 340,000 tested, 0.88% active; inhibition, % at 20 µM; Q9GZU7; AID 493091; Recombinant Scp1, phosphopeptide, malachite green phosphate absorbance;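 active = inhibition above about 50% at 20 µM, limit read from the data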;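 note: plate controls were DMSO wells with enzyme for no effect and wells lacking enzyme for full effect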
Target sequence (Q9GZU7 76-261 limits assumed): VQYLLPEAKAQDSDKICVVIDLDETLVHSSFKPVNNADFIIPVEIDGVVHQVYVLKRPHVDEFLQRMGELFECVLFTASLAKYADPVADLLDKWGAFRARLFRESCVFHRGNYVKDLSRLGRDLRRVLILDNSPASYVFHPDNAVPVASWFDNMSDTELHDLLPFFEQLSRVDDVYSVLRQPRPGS
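assay system = SCP-1 phosphatase catalytic domain, residues 76-261 | buffer or medium = 50 mM Tris acetate pH 5.5, 0.005% Tween-20, 10 mM MgCl2 | incubation = enzyme reaction 45 min at room temperature, colour 5 min, stabilisation 30 min | signal = Phosphate-binding colour reagent, absorbance read at 630 nm | measure = % inhibition at 20 µM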
Tb MetRS inh – blocks T. brucei methionyl-tRNA synthetase activity | 360,000 tested, 0.4% active | AID 624268 | inhibition, % at 11.9 µM | purified T. brucei MetRS, ATP depletion, Kinase-Glo luminescence;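 active = inhibition above a per-plate cutoff of the control wells' mean inhibition plus 3 SD, cut at about 5.5% in these data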;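 note: 0% = DMSO wells median and 100% = median of wells with control inhibitor compound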
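Dosing: 11.9 µM single point; system: parasite MetRS enzyme; technique: luminescence of leftover ATP; times: 15 min enzyme-compound preincubation, 2 h reaction, 10 min detection, 25 °C; replicates: each compound tested once; read-out basis: percent inhibition relative to median high and low control wells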
Numbers without * were called inactive; . = no result given. No enrichment for hits; about 4.3% have a hit in one of these screens.

| molecule | NRP1-CendR mod | MsrA act | eLon inh | MsrA inh | STEP block | LMPTP inh | SUMO1 PPI mod | DNMT1 inh | Scp1 inh | Tb MetRS inh |
| --- | --- | --- | --- | --- | --- | --- | --- | --- | --- | --- |
| O=S(=O)(c1cccs1)N1CCN(c2ccc(Cl)cc2)CC1 | -2 | -4 | -6 | 0.5 | 1 | 2.1 | 2 | 0 | -5 | 0.1 |
| Cc1cccc2c(SCC(=O)NCC3CCCO3)nc(-c3ccc(F)cc3)nc12 (centres undefined) | -5 | -11 | 3 | 0.1 | -2 | -1.5 | -2 | 47 | 0 | -1.1 |
| COc1ccc(/C=C/C(=O)NC(=S)Nc2ccc(S(=O)(=O)Nc3cc(C)on3)cc2)cc1 | -40 | -6 | 6 | 5.0* | 0 | 0.9 | -6 | -1 | -5 | -0.4 |
| Cc1ccc(S(=O)(=O)N2CCCN(C(C)c3nc4ccccc4c(=O)[nH]3)CC2)cc1 (centres undefined) | -8 | 2 | -7 | -1.2 | -2 | 0.8 | -3 | -1 | -5 | 0.0 |
| COc1ccc(C)cc1NC(=O)C1CCCN(S(=O)(=O)c2ccc3[nH]c(=O)ccc3c2)C1 (centres undefined) | -13 | -4 | -5 | 2.7 | 2 | 2.3 | 9 | -11 | -3 | -0.2 |
| NS(=O)(=O)c1ccc(NC(=S)N2CCc3ccccc32)cc1 | 2 | -7 | -9 | 0.8 | 2 | 0.9 | 6 | 1 | 4 | 0.1 |
| O=C(N/N=C/c1sc2ccccc2c1O)c1cccc2ccccc12 | 102 | -7 | -237 | 4.4 | -4 | 2.2 | -9 | -5 | -10 | 0.2 |
| Cc1cc2oc(=O)cc(CN3CCCCC3)c2cc1O | -3 | -9 | -1 | 1.7 | 1 | -0.7 | -7 | -1 | -1 | -1.5 |
| CCn1c(C)nc2cc(C(=O)NNC(=S)Nc3ccccc3)ccc21 | 4 | -3 | 7 | 0.0 | 2 | -0.8 | 2 | -3 | 3 | -0.2 |
| CC(C)(C)C(=O)Nc1nnc(CC(=O)NCc2ccccc2)s1 | 0 | -3 | 3 | 0.0 | 10 | 0.2 | -2 | 61* | -3 | 0.0 |
| CCN(CC)C(=O)c1cn(-c2cccc(OC)c2)c(=O)c2ccccc12 | 13 | -4 | 1 | -0.7 | -1 | -2.2 | 1 | 0 | 0 | -0.2 |
| CN(C)[C@@H]1CCC[C@H]1OC(=O)C(c1ccccc1)c1ccccc1 | -3 | -4 | -16 | 0.6 | -1 | -0.9 | -1 | -1 | -7 | 0.2 |
| CCCCCCOC(=O)CCn1[nH]c(=O)c2ccccc2c1=O | 0 | -3 | 7 | 1.2 | -2 | -0.4 | -5 | -2 | 13 | -0.9 |
| Cc1ccc(OCC(=O)N/N=C/C=C/c2ccco2)c(Br)c1 | -18 | -4 | -8 | 1.7 | 1 | 2.3 | -1 | 3 | 0 | -0.1 |
| N=c1oc2cc(O)ccc2cc1C(=O)Nc1nc2ccccc2s1 | -93 | 0 | -148 | 0.2 | -1 | 6.4 | 0 | 6 | -5 | 0.1 |
| O=C(N/N=C/c1cc2ccccc2nc1Cl)/C(=C/c1cccs1)NC(=O)c1ccccc1 | 2 | -5 | 2 | 3.0 | 14 | -2.5 | 9 | -8 | 99* | -0.3 |
| COc1ccccc1C(=O)Nc1nnc(SCC(=O)NCC2CCCO2)s1 (centres undefined) | 13 | -4 | 4 | 0.2 | -2 | -1.3 | -2 | -1 | -4 | 0.5 |
| Cc1nn(C)c(C)c1S(=O)(=O)N1CCC(C(=O)Nc2ccc3c(c2)OCCO3)CC1 | 8 | 2 | 3 | 0.3 | 2 | -0.8 | 6 | -4 | -4 | -1.1 |
| CNC(=O)C1CC(=O)N(c2ccc(OCC(=O)Nc3ccccc3C)cc2)C1 (centres undefined) | 1 | 0 | -12 | -1.4 | -2 | 0.2 | 5 | 3 | -10 | -0.3 |
| COc1ccc2oc(C(=O)NCC(c3ccco3)N(C)C)c(C)c2c1 (centres undefined) | -9 | -2 | -14 | 0.1 | -4 | 1.5 | 3 | -2 | -3 | -0.2 |

At a glance, some entries already given.
| molecule | NRP1-CendR mod | MsrA act | eLon inh | MsrA inh | STEP block | LMPTP inh | SUMO1 PPI mod | DNMT1 inh | Scp1 inh | Tb MetRS inh |
| --- | --- | --- | --- | --- | --- | --- | --- | --- | --- | --- |
| O=S(=O)(c1cccs1)N1CCN(c2ccc(Cl)cc2)CC1 | -2 | -4 | -6 | 0.5 | 1 | 2.1 | 2 | 0 | -5 | 0.1 |
| Cc1cccc2c(SCC(=O)NCC3CCCO3)nc(-c3ccc(F)cc3)nc12 (centres undefined) | -5 | -11 | 3 | 0.1 | -2 | -1.5 | -2 | 47 | 0 | -1.1 |
| COc1ccc(/C=C/C(=O)NC(=S)Nc2ccc(S(=O)(=O)Nc3cc(C)on3)cc2)cc1 | -40 | -6 | 6 | 5.0* | 0 | 0.9 | -6 | -1 | -5 | -0.4 |
| Cc1ccc(S(=O)(=O)N2CCCN(C(C)c3nc4ccccc4c(=O)[nH]3)CC2)cc1 (centres undefined) | -8 | 2 | -7 | -1.2 | -2 | 0.8 | -3 | -1 | -5 | 0.0 |
| COc1ccc(C)cc1NC(=O)C1CCCN(S(=O)(=O)c2ccc3[nH]c(=O)ccc3c2)C1 (centres undefined) | -13 | -4 | -5 | 2.7 | 2 | 2.3 | 9 | -11 | -3 | -0.2 |
| NS(=O)(=O)c1ccc(NC(=S)N2CCc3ccccc32)cc1 | 2 | -7 | -9 | 0.8 | 2 | 0.9 | 6 | 1 | 4 | 0.1 |
| O=C(N/N=C/c1sc2ccccc2c1O)c1cccc2ccccc12 | 102 | -7 | -237 | 4.4 | -4 | 2.2 | -9 | -5 | -10 | 0.2 |
| Cc1cc2oc(=O)cc(CN3CCCCC3)c2cc1O | -3 | -9 | -1 | 1.7 | 1 | -0.7 | -7 | -1 | -1 | -1.5 |

More results.
| molecule | NRP1-CendR mod | MsrA act | eLon inh | MsrA inh | STEP block | LMPTP inh | SUMO1 PPI mod | DNMT1 inh | Scp1 inh | Tb MetRS inh |
| --- | --- | --- | --- | --- | --- | --- | --- | --- | --- | --- |
| CC(C)c1ccc(NC(=O)C2(C)Cc3c(-c4cccc(C(F)(F)F)c4)ccnc3O2)cc1 (centres undefined) | 0 | -2 | -11 | 0.1 | 1 | 4.1 | 6 | -2 | . | -0.4 |
| Cc1cccc(-c2ncc(CN3CCN(CCC(C)C)C(CCO)C3)cn2)c1 (centres undefined) | 2 | 2 | -2 | -0.2 | 0 | -0.6 | 3 | -2 | -10 | -0.9 |
| Cn1c(CCC(N)=O)nnc1SCC(=O)Nc1cc(S(=O)(=O)N2CCCC2)ccc1Cl | -9 | -4 | 1 | -0.1 | -1 | -2.7 | 4 | 0 | 4 | -0.4 |
| CC(Sc1nnc(COc2ccc([N+](=O)[O-])cc2)n1-c1ccccc1)C(=O)O (centres undefined) | -3 | -4 | 0 | . | 3 | -0.2 | -8 | -2 | -7 | 1.4 |
| CCc1c(C#N)c(SCCC(=O)Nc2ccc(F)cc2)nc2c1C(=O)CC(C)(C)C2 | 15 | 0 | 2 | -0.1 | 3 | 3.2 | 2 | -6 | -9 | 0.2 |
| COC(=O)/C=C1/SC(=NC(=O)c2ccc(OC)cc2)NC1=O | -1 | -5 | -4 | -0.3 | 0 | -1.3 | -8 | 0 | -5 | 0.0 |
| CC(C)(C)OC(=O)N1CCCN(C(c2cc3ccccc3o2)c2nnnn2C(C)(C)C)CC1 (centres undefined) | -5 | 0 | -1 | -1.6 | . | 0.8 | 3 | . | . | -0.8 |
| O=C(COC(=O)c1c(F)cccc1F)Nc1ccccc1OC(F)F | 0 | -2 | 6 | -0.4 | -2 | 0.0 | -3 | 0 | -5 | -0.6 |
| Cc1cc(C)n2nc(C(=O)Nc3ccn(Cc4ccccc4C)n3)cc2n1 | -2 | -2 | -11 | -0.6 | 4 | -0.2 | 5 | -3 | 2 | -0.6 |
| O=C(CSc1nnc(-c2ccco2)n1-c1ccccc1)NCc1ccco1 | 1 | -1 | 10 | -0.7 | 0 | -0.8 | -1 | 1 | -15 | -0.2 |
| COC(=O)CSc1ccnc2cc(Cl)ccc12 | -8 | -4 | -4 | -0.5 | -3 | -1.1 | -6 | -1 | -7 | 0.5 |
| COc1ccc(CN2CCC(CNS(=O)(=O)c3cccc(C(F)(F)F)c3)CC2)cc1 | 2 | -2 | 1 | -0.7 | -3 | -1.7 | -3 | 1 | -8 | 0.7 |
| NC(=O)C1CCN(C(c2ccccc2Cl)c2nnnn2Cc2ccc3c(c2)OCO3)CC1 (centres undefined) | 6 | 0 | -7 | 0.4 | 1 | 0.0 | 3 | 3 | -2 | 0.0 |
| CN(C)/C=N/c1nc(Sc2ccc(C(F)(F)F)cc2[N+](=O)[O-])n[nH]1 | 11 | -1 | 1 | 1.2 | 1 | -0.7 | -30 | 1 | 0 | -0.3 |
| CCOc1ccc(NC(=O)CN(C)C(=O)Cc2c[nH]c3ccccc23)cc1OCC | -14 | -3 | -9 | 0.3 | 2 | 0.5 | 7 | -9 | 0 | -0.1 |
| Cc1cccnc1NC(=O)Cn1nc([N+](=O)[O-])cc1C | 2 | -3 | 8 | -0.6 | 4 | -1.4 | -7 | 3 | -1 | 0.1 |
| CC(=O)Nc1ccc(-c2csc(NC(C)c3ccccc3)n2)cc1 (centres undefined) | -14 | 0 | -5 | -0.1 | 0 | 2.3 | 0 | -25 | -5 | -0.5 |
| COc1ccc(Cc2c(-c3ccc(C)cc3)nc3ccc(Cl)cn23)c(C)c1 | -43 | -4 | -18 | -0.7 | -4 | 2.2 | 7 | 18 | . | 0.0 |
| CCOC(=O)c1c(C)c(C(=O)NCc2cccs2)c(C)n1C | 10 | -9 | 1 | 1.5 | -2 | -1.4 | 0 | 0 | -4 | -1.5 |
| O=C(Nc1ccccc1N1CCCC1)c1ccc(Cl)cc1Cl | 1 | -2 | 2 | -1.3 | 2 | -0.8 | 3 | 1 | -2 | 0.2 |
| COc1ccc2c(c1)C(C1C(=O)CCCC1=O)c1ccccc1O2 (centres undefined) | 7 | -8 | 2 | 0.2 | 2 | -3.8 | 1 | 2 | 1 | -1.3 |
| COc1cccc(=O)c2c(C)n(C)c(C)c12 | -2 | -3 | -10 | -0.4 | 1 | 0.9 | 3 | 22 | 2 | -1.1 |
| CC(Oc1ccc2c(-c3ccccc3)cc(=O)oc2c1)C(=O)NCCCN1CCOCC1 (centres undefined) | 0 | -6 | 4 | 1.8 | -2 | -1.6 | -13 | 0 | -4 | -0.1 |
| CC(C)NC(=O)N(C)C[C@H]1OCCCC[C@@H](C)Oc2ccc(NC(=O)C3CCCCC3)cc2C(=O)N([C@H](C)CO)C[C@@H]1C | -19 | -4 | -11 | -0.1 | -3 | -0.8 | 4 | 6 | . | -1.3 |
| CC(C)[C@H](NC(=O)c1ccccc1)C(=O)OCC(=O)c1c(N)n(C)c(=O)n(C)c1=O | 3 | -1 | 2 | -0.6 | 1 | -0.6 | 10 | 0 | -6 | -0.2 |

Screens: PubChem, several laboratories
